CHRM4 PAM: human M4 muscarinic receptor positive allosteric modulators, primary screen, CHO-K1 cells, Fluo-8 calcium fluorescence | CHO-K1 hM4/Gqi5, ACh EC20; 0% = ACh EC20, 100% = maximal ACh | activation, % at 3 µM | hit rate 0.4% among 360,000;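 active means activation above its plate's cutoff, the mean activation of sample wells plus 3 SD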; further: some results filed as inactive read as strong as hits
Target sequence (P08173 whole entry, looked up): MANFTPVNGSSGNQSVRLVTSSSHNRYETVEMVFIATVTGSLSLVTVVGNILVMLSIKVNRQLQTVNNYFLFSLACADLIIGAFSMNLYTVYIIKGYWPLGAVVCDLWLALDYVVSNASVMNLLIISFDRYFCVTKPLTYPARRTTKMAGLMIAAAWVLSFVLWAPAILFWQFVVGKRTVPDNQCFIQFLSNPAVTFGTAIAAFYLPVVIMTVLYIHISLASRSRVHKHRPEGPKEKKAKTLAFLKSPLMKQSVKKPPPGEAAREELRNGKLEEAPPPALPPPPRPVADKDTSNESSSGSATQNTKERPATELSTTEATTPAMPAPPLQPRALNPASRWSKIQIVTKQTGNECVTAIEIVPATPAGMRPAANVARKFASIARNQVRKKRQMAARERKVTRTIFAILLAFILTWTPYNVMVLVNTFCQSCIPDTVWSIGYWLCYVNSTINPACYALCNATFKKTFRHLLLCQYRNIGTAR
CHRM4 agonist: human M4 muscarinic receptor agonists, primary screen, CHO-K1 cells, Fluo-8 calcium fluorescence; activation, % at 3 µM; hit rate 0.14% among 360,000; CHO-K1 hM4/Gqi5; vehicle 0%, full acetylcholine response 100%; Muscarinic acetylcholine receptor M4 (Homo sapiens), P08173; AID 624127, 2012;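 active means activation above the run mean over all test wells plus 3 SD, cut at about 32% in these data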;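 further: peak over basal fluorescence ratio per well then scaled between controls; 0% = DMSO wells and 100% = acetylcholine at EC100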
CHRM1 antagonist: human M1 muscarinic receptor antagonists, primary screen, CHO-K1 cells, Fluo-8 calcium fluorescence, 1536-well | Muscarinic acetylcholine receptor M1 (Homo sapiens), P11229 | CHO-K1 hM1, ACh EC80 antagonist | inhibition, % at 3 µM | hit rate 1.3% among 360,000;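 active means percent inhibition above its own plate's cutoff, namely the mean of that plate's compound wells plus 3 SD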;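 further: peak over basal fluorescence ratio during 140 s after agonist addition; 0% = ACh EC80 plus DMSO and 100% = DMSO alone without agonist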
Target sequence (P11229 whole entry, looked up): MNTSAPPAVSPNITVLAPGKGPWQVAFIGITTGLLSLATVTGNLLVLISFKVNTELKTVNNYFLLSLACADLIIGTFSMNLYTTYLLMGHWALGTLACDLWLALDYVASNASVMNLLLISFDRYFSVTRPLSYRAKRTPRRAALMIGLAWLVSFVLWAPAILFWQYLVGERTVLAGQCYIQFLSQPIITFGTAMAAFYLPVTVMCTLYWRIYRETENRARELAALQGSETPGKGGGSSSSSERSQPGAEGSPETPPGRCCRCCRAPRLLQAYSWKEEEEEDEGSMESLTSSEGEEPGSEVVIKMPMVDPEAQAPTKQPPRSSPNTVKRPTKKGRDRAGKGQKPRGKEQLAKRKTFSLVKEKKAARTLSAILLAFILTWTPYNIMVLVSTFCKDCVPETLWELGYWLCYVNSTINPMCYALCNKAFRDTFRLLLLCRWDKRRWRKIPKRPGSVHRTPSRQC
M1 PAM: human M1 muscarinic receptor positive allosteric modulators, primary screen, CHO-K1 cells, Fluo-8 calcium fluorescence, 1536-well. Muscarinic acetylcholine receptor M1 (Homo sapiens), P11229. hit rate 0.088% among 360,000. activation, % at 3 µM. CHO-K1 hM1, ACh EC20; 0% = ACh EC20, 100% = maximal ACh; in the data active means activation above about 19%, passing the limit was not always enough
M4 antag: human M4 muscarinic receptor antagonists, primary screen, CHO cells, Fluo-8 calcium fluorescence; Muscarinic acetylcholine receptor M4 (Homo sapiens), P08173; CHO-hM4 cells, ACh EC80; inhibition, % at 3 µM; hit rate 0.73% among 360,000; AID 624125, 2012;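 active means inhibition above its plate's cutoff, the mean inhibition of sample wells plus 3 SD, cut at about 27% in these data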;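 further: 0% = acetylcholine EC80 with DMSO and 100% = DMSO without agonist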
CHRM5 PAM: human M5 muscarinic receptor positive allosteric modulators, primary screen, CHO-K1 cells, Fluo-8 calcium fluorescence; CHO-K1 hM5, ACh EC20 PAM; 0% = ACh EC20, 100% = ACh EC100; activation, % at 3 µM; hit rate 0.3% among 360,000; AID 624038, 2012;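 active means activation above the run cutoff, the mean activation of all test compounds plus 3 SD, cut at about 18% in these data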
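System: CHO-K1 cell line with stable human muscarinic M5 receptor expression | Also added: EC20 acetylcholine as agonist stimulus | Compound: One concentration, 3 µM final (nominal) | Timing: Fluo-8 loading 80 min at 37 °C plus 30 min room temperature | Measured by: Fluo-8 calcium dye fluorescence, kinetic read | Read-out basis: % activation, ACh-normalized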
CRFR2-BP ag: agonists of CRF-BP/CRF-R2 complex, primary screen, cell-based, HEK293, calcium dye fluorescence, uHTS; activation, % at 13.2 µM; hit rate 0.46% among 350,000; AID 588473, 2011; CRF-binding protein / CRF receptor 2 complex (human); calcium dye fluorescence (FLIPR); percent of saturating CRF peptide response;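 active means activation of at least 50%, plus an integration ratio under a set limit after plate pattern correction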;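 further: plate controls were neutral control wells without compound for no effect and CRF at EC100 for full effect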
CHRM5 antagonist: human M5 muscarinic receptor antagonists, primary screen, CHO cells, Fluo-8 calcium fluorescence | AID 624040, 2012 | Muscarinic acetylcholine receptor M5 (Homo sapiens), P08912 | hit rate 0.59% among 360,000 | CHO-hM5 cells, ACh EC80 | inhibition, % at 3 µM;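 active means inhibition above a per-plate cutoff, the mean of that plate's test compounds plus 3 SD, cut at about 27% in these data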;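 further: 0% = acetylcholine EC80 with DMSO and 100% = DMSO without agonist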
CHRM5 agonist: human M5 muscarinic receptor agonists, primary screen, CHO-K1 cells, Fluo-8 calcium fluorescence; Muscarinic acetylcholine receptor M5 (Homo sapiens), P08912; CHO-K1 hM5 cells; 0% DMSO wells, 100% maximal acetylcholine response; AID 624037, 2012; hit rate 0.19% among 360,000; activation, % at 3 µM;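 active means activation above the run's mean over test compounds plus 3 SD, cut at about 23% in these data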;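 further: signal is peak over basal fluorescence ratio across the kinetic read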
Active calls of the source: *; / = not tested or not shown.

SMILES	CHRM4 PAM	CHRM4 agonist	CHRM1 antagonist	M1 PAM	M4 antag	CHRM5 PAM	CRFR2-BP ag	CHRM5 antagonist	CHRM5 agonist
O=C(CN1CCN(c2cccc(Cl)n2)CC1)N1CC(O)CO1 (stereo unspecified)	3	1	-7	9	-3	-2	1.1	5	-7
Cc1ccc(S(=O)(=O)Nc2ccc3c(c2)nc(CCN2CCCC2)n3C)cc1	-8	6	7	-9	17	0	26	7	1
CC1CCN(S(=O)(=O)N2CCN(C(=O)c3ccc4c(c3)OCO4)CC2)CC1	1	1	0	3	8	-1	-1.0	16	-2
Cc1oc(-c2cccs2)nc1CN1CC[C@@](O)(c2ccccc2)[C@H]2CCCC[C@@H]21	1	3	2	-5	0	-7	0.8	14	-4
Cc1[nH]n(-c2ccc([N+](=O)[O-])cc2)c(=O)c1C=NCCN1CCN(C(=O)c2cccc(F)c2)CC1	5	1	-20	12	-8	3	1.5	-4	-3
CCOC(=O)C1=CN(Cc2ccc(Br)cc2)S(=O)(=O)NC1C (stereo unspecified)	-4	9	-2	-3	-12	-8	-1.2	2	3
CCCCC(CC)C(=O)Nc1ccc(Nc2ccccc2)cc1 (stereo unspecified)	-3	1	-7	5	-1	-4	-1.4	9	1
CC1(C)Cc2c(ccc3ccccc23)C2=C(C(=O)N3CCCC3)C(=O)C(=O)N21	18*	-2	-4	10	-4	-2	-0.5	17	7
CNC(=O)Nc1ccc(Cl)cc1	-3	6	4	4	-3	8	1.9	-1	3
Cc1cc(NC(=O)CN2C(=O)[C@@H]3[C@H](C2=O)[C@@H]2C[C@H]3C(Br)C2Br)no1 (stereo partly specified)	-2	4	-22	25	0	2	6.1	5	2
CCOc1ccc(NS(=O)(=O)c2ccc3[nH]cc(C(=O)NC(C)CC)c(=O)c3c2)cc1 (stereo unspecified)	6	1	6	6	1	4	2.8	5	-3
C[C@H](CO)N1C[C@H](C)[C@H](CN(C)C(=O)c2cc(-c3ccccc3)on2)OCc2cnnn2CCCC1=O	5	0	-12	5	-17	-1	-2.8	4	-1
O=S1(=O)c2ccc(Br)cc2N2CC[C@H](C2)N1Cc1ccc(Cl)cc1	2	0	5	-4	-5	-5	-1.0	-1	1
O=c1ccn([C@@H]2O[C@H](CNCc3ccccc3OCc3ccc(Cl)cc3Cl)[C@@H](O)[C@H]2O)c(=O)[nH]1	-7	-1	-19	3	7	5	/	2	4
Cc1cccnc1NC(=O)c1ccc(NS(=O)(=O)c2ccc3[nH]c(=O)[nH]c3c2)cc1	8	1	-7	12	10	5	0.4	1	-1
Cc1c(C(=O)O)oc2ccc(S(=O)(=O)N(CC(C)C)CC(C)C)cc12	-5	-1	-41	6	3	1	-1.8	-1	-5
Cc1ccc(C(=O)NS(=O)(=O)c2ccc(N=NN(C)C)cc2)cc1	-5	0	-9	8	-1	-12	-1.9	0	-8
O=C1C2C(c3ccccc3)C=CC(c3ccccc3)C2C(=O)N1C1CCCCC1 (stereo unspecified)	5	0	-36	6	-3	1	-2.4	-15	-4
COc1cccc(CNC(=O)C2CCN(S(=O)(=O)c3c(C)nn(C)c3C)CC2)c1	-6	2	-13	7	-4	-5	-0.5	-1	0
CCC(=O)Nc1nc2ccc([N+](=O)[O-])cc2s1	7	0	5	2	4	2	-2.9	2	-4
Cc1ccc([C@H]2N[C@]3(CCCN(Cc4ccc(Br)cc4)C3=O)[C@H]3C(=O)N(Cc4ccccc4)C(=O)[C@@H]23)cc1	-5	6	0	-1	4	-4	7.7	10	0
COc1ccc(C(=O)/C=C/c2ccccc2C(F)(F)F)cc1	6	-2	1	-8	-17	-7	-0.6	2	-5
CCN(CC)S(=O)(=O)c1ccc(NC(=O)c2cnccn2)cc1	-6	1	12	-8	-4	-5	1.7	6	3
CCN(CCO)C1CC(=O)N(c2ccccc2C)C1=O (stereo unspecified)	-2	3	3	4	3	-2	-0.9	7	-2
CCOC(=O)C1=C(N)OC2=C(C(=O)CCC2)C1c1ccc(C)s1 (stereo unspecified)	3	0	-11	-5	-3	-2	1.8	0	-2
CCOc1ccc(C(=O)NCC(=O)OCc2cc(C(C)=O)ccc2OC)cc1	-3	2	-5	4	-2	-6	-2.7	2	-2
O=C1c2cccc3cc(Br)cc(c23)C(=O)N1Nc1ccc(Br)cc1	3	1	-2	10	-12	-1	10	9	-5
COc1ccc(NC(=O)CN(C)C(=O)c2ccc(COc3ccccc3)o2)cc1	5	1	-8	8	-3	-1	1.2	8	-1
CCc1ccc2oc(-c3cccc(N)c3)nc2c1	-8	0	-4	1	0	-7	-3.2	4	-1
CCn1nccc1C(=O)Nc1ccc(Cl)cc1Cl	16	-3	-2	2	-12	-1	-9.3	0	-1
CCCNc1c(NS(=O)(=O)c2ccc(C)c(C)c2)c(=O)oc2ccccc12	-1	3	0	1	-6	-5	-2.9	10	-3
Cc1ccc(NC(=O)COc2ccc(N(C)C(=O)C(C)(C)C)cc2)cc1S(=O)(=O)N1CCCCC1	-13	25	53*	-17	24	-38	-0.4	21	6
COC(=O)c1ccc(CSc2nc3ccc(S(N)(=O)=O)cc3[nH]2)cc1	0	0	-4	4	10	3	0.8	3	-4
O=C(OCCOCCN=C1NS(=O)(=O)c2ccccc21)c1ccccc1	5	2	-15	12	-1	-1	-0.2	4	2
O=C1N(c2ccccc2)c2ccccc2[C@]12C[C@H](O)CO2	-1	1	/	/	6	3	/	-3	0
Cc1nn(-c2nc3ccccc3[nH]2)c(=O)c2ccccc12	3	4	3	-7	-4	-12	-2.9	11	-3
CS(=O)(=O)Nc1ccc(Cc2ccc(NS(C)(=O)=O)cc2)cc1	-7	3	-4	-1	7	-4	1.5	0	1
COc1ccc(CCNC(=O)c2ccccc2Cl)cc1OC	9	1	-1	4	-13	-4	-1.6	13	-2
Clc1cccc(Nc2nc(-c3ccncc3)cs2)c1	-14	-1	13	-20	0	-21	0.0	3	-18
O=C(CSCc1c(F)cccc1Cl)NCCSCc1ccco1	3	0	-1	9	-8	4	-0.1	16	2
O=C(Nc1ccnn1C1CCN(C/C=C/c2ccccc2)CC1)C1CCCC1	0	2	-6	4	-13	-1	-1.4	-14	-6
COc1ccc(C(C(=O)NC2CCCCC2)N(C(=O)c2ccco2)c2ccccc2C(C)=O)cc1 (stereo unspecified)	4	1	-12	17	-6	1	2.1	1	-1
NC1=NC[C@H](Cc2ccc(O)cc2)N1CCCCC1CCCCC1	-7	1	25	-23	7	1	-1.6	-3	-8
CCCc1cc(=O)[nH]c(SCC(=O)N2CCCc3ccccc32)n1	-2	0	-5	6	-28	-2	-4.2	4	-4
Cc1cc(C(=O)NNC(=S)NCc2ccccc2)cs1	5	3	-9	3	-17	-3	2.4	6	0
Cc1cccc2[nH]c(CN(C)C(=O)CC3C(=O)NCCN3CC(C)(C)C)nc12 (stereo unspecified)	-4	1	0	3	-7	-7	7.3	-1	-4
CC(=O)c1cccc(NC(=O)Nc2cnn(Cc3ccc(Cl)cc3Cl)c2)c1	-6	16	4	-4	6	-12	3.4	12	3
CC1(C)Oc2ccc3ccc(=O)oc3c2C(N2CCCCC2)C1O (stereo unspecified)	14	1	1	1	1	-4	-0.2	9	-3
O=C(c1ccco1)N1CCN(c2ccc([N+](=O)[O-])cc2F)CC1	14	6	6	1	-4	-2	-0.4	14	-3
COc1cc(OC)nc(NC(=O)CSc2nnc(-c3ccccc3)n2C2CCCCC2)n1	7	2	14	-3	-6	25*	0.3	15	0
CCC(=O)N1CCn2c1nc1ccccc12	0	0	-1	-2	-3	-4	0.7	0	3
CCCN(CCC)c1nc(NC2CCN(C(=O)OCC)CC2)nc(OC)n1	11	-2	-40	9	2	0	7.3	8	-1
CCc1cccc(C)c1NC(=O)CN1C(=O)c2ccccc2S1(=O)=O	-5	2	0	3	5	-2	0.2	-3	2
Cc1ccc(/C=N\NC(=O)c2cc(OCC(F)(F)F)ccc2OCC(F)(F)F)cc1	6	-1	-17	-4	-14	-6	3.2	-1	-8
COc1ccc(CCNC(=O)C2CC3Cn4c(nc5cc(Cl)c(Cl)cc54)C3N2C)cc1 (stereo unspecified)	-3	7	17	-12	-8	-11	-1.9	6	7
CCn1c(SCC(=O)Nc2ccc3c(c2)n(C)c(=O)n3C)nnc1-c1ccncc1	2	0	-8	8	1	2	0.1	8	-4
CCOC(=O)c1[nH]c(C)c(/C(O)=C2\C(=O)C(=O)N(CCCN(CC)CC)C2c2cccnc2)c1C (stereo unspecified)	-4	0	-11	5	7	2	-0.1	9	-4
CCCC(=O)Nc1ccc2c(c1)c1ccccc1n2CC	-5	0	7	-3	11	-2	0.5	6	-2
CCC1(C)Cc2c(C#N)c(N)sc(=S)c2CO1 (stereo unspecified)	4	1	-31	8	2	7	3.5	-5	-3
CC(C)(C)NC(=O)NC(=O)CSc1cccc(C(F)(F)F)c1	-16	0	13	-6	7	-6	-10	4	-14
Remaining list, next part
SMILES	CHRM4 PAM	CHRM4 agonist	CHRM1 antagonist	M1 PAM	M4 antag	CHRM5 PAM	CRFR2-BP ag	CHRM5 antagonist	CHRM5 agonist
CCCCNC(=O)c1ccc(NS(=O)(=O)c2ccc3[nH]c(=O)[nH]c3c2)cc1	-4	0	-6	5	-5	-1	1.8	-19	-1
CCOC(=O)N1CCN(CCC(=O)Nc2cccc(Cl)c2C)CC1	-10	0	39*	-27	2	-4	0.5	4	2
NC(c1csc(Nc2nccc(C(F)(F)F)n2)n1)C1CCCCC1 (stereo unspecified)	7	12	-5	7	13	3	/	3	3
O=C(CCCN1C(=O)c2ccccc2C1=O)Nc1c2c(nc3c1CCC3)CCC2	3	1	4	1	-4	0	-2.7	2	-6
Cc1cccc(C(=O)N/N=C/c2ccc(OC3CSC3)cc2)c1	13	2	-4	-1	-5	16	0.5	-17	4
O=C(Cn1nc([N+](=O)[O-])nc1Br)NC(c1ccccc1)c1ccccc1	-7	2	4	-2	30*	-4	0.0	8	-1
COc1ccc(CC(=O)Nc2cc(S(=O)(=O)N3CCOCC3)ccc2N2CCCC2)c(OC)c1	12	0	-11	16	-18	6	-3.0	-2	-2

Compounds shown so far with a nitro group on carbon:
SMILES	CHRM4 PAM	CHRM4 agonist	CHRM1 antagonist	M1 PAM	M4 antag	CHRM5 PAM	CRFR2-BP ag	CHRM5 antagonist	CHRM5 agonist
Cc1[nH]n(-c2ccc([N+](=O)[O-])cc2)c(=O)c1C=NCCN1CCN(C(=O)c2cccc(F)c2)CC1	5	1	-20	12	-8	3	1.5	-4	-3
CCC(=O)Nc1nc2ccc([N+](=O)[O-])cc2s1	7	0	5	2	4	2	-2.9	2	-4
O=C(c1ccco1)N1CCN(c2ccc([N+](=O)[O-])cc2F)CC1	14	6	6	1	-4	-2	-0.4	14	-3
O=C(Cn1nc([N+](=O)[O-])nc1Br)NC(c1ccccc1)c1ccccc1	-7	2	4	-2	30*	-4	0.0	8	-1
